# SENP8 inh – SENP8 protease inhibitors, primary screen, biochemical, luminescence; inhibition, % at 10 µM; 330,000 compounds, 1.2% hits; Sentrin-specific protease 8 (Homo sapiens), Q96LD8; purified SENP8, Z-RLRGG-aminoluciferin cleavage
# Target sequence (Q96LD8 whole entry, looked up): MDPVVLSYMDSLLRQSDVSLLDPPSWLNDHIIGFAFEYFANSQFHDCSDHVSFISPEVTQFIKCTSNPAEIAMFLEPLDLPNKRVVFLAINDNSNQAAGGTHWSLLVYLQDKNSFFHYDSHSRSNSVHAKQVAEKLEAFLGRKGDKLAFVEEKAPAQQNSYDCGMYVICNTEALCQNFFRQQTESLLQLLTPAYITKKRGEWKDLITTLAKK
# Jurkat NFkB inh – inhibitors of induced NF-kB luciferase reporter, primary screen, TCR NF-kB activation inhibitor project, cell-based, luminescence, uHTS; Jurkat, PMA/ionomycin-induced NF-kB luciferase reporter; inhibition, % at 4 µM; 330,000 compounds, 0.53% hits
# Gli-Sufu block – Gli-Sufu pathway antagonists, primary screen, luciferase luminescence, Sufu-KO-LIGHT cells, uHTS | inhibition, % at 5 µM | AID 588413, 2011 | 340,000 compounds, 0.74% hits | Sufu-KO-LIGHT fibroblasts, Gli luciferase reporter luminescence;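 active = inhibition above about 55%, limit read from the data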;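 note: 0% = DMSO-treated cells and 100% = wells with medium but no cells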
# Apaf-1 inh – inhibitors of human Apaf-1 apoptosome, primary screen, biochemical, DEVD-Rh110 fluorescence, uHTS; Apoptotic protease-activating factor 1 (Homo sapiens), O14727; reconstituted apoptosome caspase-3 activity; inhibition, % at 20 µM; 330,000 compounds, 0.71% hits; AID 489030, 2010; active = inhibition of at least 40% at 20 µM;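 note: plate controls were DMSO wells for no effect and DEVD-CHO caspase inhibitor wells for full effect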
#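 System: reconstituted apoptosome with Apaf-1, cytochrome c, caspase-9, procaspase-3, dATP; Signal: Rh110 fluorescence intensity; Schedule: 30 min compound preincubation, 50 min activation, room temperature; Reagent: cytochrome c trigger plus (Z-DEVD)2-Rh110 caspase-3 substrate.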
# UBC13 inh – UBC13 polyubiquitin chain formation inhibitors, primary screen, biochemical, TR-FRET, uHTS; Ubiquitin-conjugating enzyme E2 N (Homo sapiens), P61088; inhibition, % at 20 µM; AID 485273, 2010; 330,000 compounds, 0.47% hits; in the data active = inhibition above about 45%, passing the limit was not always enough
# EBI2 block – EBI2 receptor antagonists, beta-arrestin recruitment, primary screen, cell-based, luminescence, 7a,25-OHC stimulation, uHTS; AID 651636, 2012; 360,000 compounds, 0.81% hits; 7a,25-OHC stimulated; inhibition, % at 5 µM; in the data active = inhibition above about 38%;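 note: enzyme fragment complementation signal reports receptor beta-arrestin coupling in cells; 0% = agonist plus DMSO wells and 100% = wells without agonist; some results beyond the cut were filed as inactive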
# Target sequence (P32249 whole entry, looked up, the tested form may be a part): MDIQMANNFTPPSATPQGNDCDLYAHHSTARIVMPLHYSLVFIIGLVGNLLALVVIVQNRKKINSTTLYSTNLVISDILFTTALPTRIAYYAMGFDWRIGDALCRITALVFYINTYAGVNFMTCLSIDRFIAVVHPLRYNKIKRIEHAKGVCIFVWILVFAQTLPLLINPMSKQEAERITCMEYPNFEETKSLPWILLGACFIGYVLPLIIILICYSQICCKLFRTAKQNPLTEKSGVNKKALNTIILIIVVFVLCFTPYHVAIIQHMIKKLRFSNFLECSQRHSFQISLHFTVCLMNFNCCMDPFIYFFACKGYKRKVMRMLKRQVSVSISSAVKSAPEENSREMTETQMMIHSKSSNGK
# 697 NFkB inh – inhibitors of PMA/ionomycin-induced NF-kB reporter, 697 cells, primary screen, B-cell NF-kB inhibitor project, cell-based, luminescence, uHTS. 330,000 compounds, 0.33% hits. AID 435022, 2010. 697 B-cell NF-kB luciferase reporter, 16 h. inhibition, % at 4 µM; in the data active = inhibition above about 35%
# CCR6 antag – CCR6 receptor antagonists, primary screen, cell-based, CHO-K1, luminescence, beta-arrestin, uHTS; AID 493098, 2011; 340,000 compounds, 0.49% hits; C-C chemokine receptor type 6 (Homo sapiens), P51684; CHO-K1 CCR6 PathHunter beta-arrestin, CCL20-stimulated; inhibition, % at 20 µM;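 active = compounds whose inhibition of the agonist-driven luminescence signal at 20 µM reaches about 50%, limit read from the data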;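 note: cells stimulated with CCL20 at 14 nM final; plate controls were DMSO with CCL20 for no effect and DMSO without agonist for full effect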
# Target sequence (P51684 whole entry, looked up): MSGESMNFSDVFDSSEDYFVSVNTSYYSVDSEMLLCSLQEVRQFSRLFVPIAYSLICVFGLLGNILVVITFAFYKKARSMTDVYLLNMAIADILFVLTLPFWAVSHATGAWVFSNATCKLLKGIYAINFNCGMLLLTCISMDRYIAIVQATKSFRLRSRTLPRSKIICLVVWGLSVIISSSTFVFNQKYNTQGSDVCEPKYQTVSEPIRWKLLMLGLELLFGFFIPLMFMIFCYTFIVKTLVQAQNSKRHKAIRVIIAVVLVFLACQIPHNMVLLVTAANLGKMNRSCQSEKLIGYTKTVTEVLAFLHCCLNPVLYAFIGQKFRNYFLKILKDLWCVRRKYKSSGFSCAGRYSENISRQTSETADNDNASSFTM
# The depositor's hits bear a star; x = not tested or not shown. Cut-off read from the data, not from the text of the source, unless noted: active = inhibition above about 50%; inactive = the rest. This is a subset (hit frequency here may not be typical).
cpd	SMILES	SENP8 inh	Jurkat NFkB inh	Gli-Sufu block	Apaf-1 inh	UBC13 inh	EBI2 block	697 NFkB inh	CCR6 antag
1	CCn1nc(C)c(CN2CCc3c([nH]c4ccccc34)C2C(C)(C)C)c1C (stereo unspecified)	2	1	24	6	3	-8	1	11
2	COc1ccc(/C(C)=N/NC(=O)CNC(=O)c2cccs2)cc1OC	0	8	-6	1	0	-4	4	-4
3	CCOc1ccc(C2C(C(=O)c3ccc(C)o3)=C(O)C(=O)N2c2nc(C)c(C(=O)OC)s2)cc1 (stereo unspecified)	-7	-28	-45	18	-25	-15	-37	1
4	CCNC(=S)NNC(=O)c1csc2ccccc12	0	-8	-6	-8	-4	-1	-19	10
5	COC(=O)Cn1ncc(N(C)Cc2ccccc2)c(Cl)c1=O	-5	-30	-44	2	-6	-5	-43	7
6	Nc1cccc(S(=O)(=O)Nc2ccccc2)c1	-4	6	-3	0	-1	-4	8	0
7	Cc1ccc2cccc(OCCCOc3ccccc3CO)c2n1	-5	-14	2	0	-1	-7	-17	2
8	COc1ccc(-n2c(CNC(=O)c3cc(OC)c(OC)c(OC)c3)n[nH]c2=S)cc1	6	5	6	-13	-10	-14	19	2
9	Cc1ccc2oc(-c3ccc(NC(=O)c4ccc5c(c4)OCO5)cc3)nc2c1	4	1	-18	3	4	-4	-119	-1
10	Cc1ccc(NC(=O)c2cc(-c3ccccc3)nn2-c2ccccc2)cc1	-8	-5	-5	4	5	42	-10	9
11	COc1cc([N+](=O)[O-])ccc1NC(=O)NN1CCN(C)CC1	-7	3	23	7	-16	13	-8	-5
12	NC1=NC[C@H](Cc2ccc(O)cc2)N1CCc1cc(C(F)(F)F)cc(C(F)(F)F)c1	-15	2	-17	28	52*	-4	-2	7
13	CCCc1n[nH]c(=S)n1Cc1ccco1	-2	6	7	-14	-6	3	17	-15
14	CCOc1ccc(-c2nc(CS(=O)(=O)CC(=O)NCc3ccc(F)cc3)c(C)o2)cc1	7	-9	-14	10	4	9	-4	7
15	Cc1ccc(S(=O)(=O)N2CCOCC2)cc1NC(=O)COC(=O)c1cnc(Cl)c(Cl)c1	1	3	1	6	3	0	1	-7
16	COc1ccccc1OCCNc1cc(N2CCCCC2)ccc1[N+](=O)[O-]	-1	7	0	19	-13	14	9	31
17	Cc1ccc(Oc2cc([N+](=O)[O-])cc3c2C(=O)Nc2ccccc2O3)cc1	-5	18	11	9	-10	28	-63	4
18	CCCCn1c(=O)c(C(=O)c2ccccc2)nc2ccccc21	-2	-3	2	16	0	-6	4	1
19	C/C(=N/NC(=O)c1ccc(C)s1)c1cccc(NC(=O)c2ccoc2C)c1	4	-41	7	18	-7	11	-2	-2
20	Cn1cc(C(=O)N2CCCCC2)c(=O)c2cc(S(=O)(=O)N3CCCC3)ccc21	-1	1	9	-17	-7	-5	3	1
21	CCCCn1nnnc1SCC(=O)Nc1sc2c(c1C#N)CCCC2	1	1	4	21	10	-8	4	6
22	CN(c1ccccc1)S(=O)(=O)c1ccc(NC(=O)c2ccc(-c3ccccc3)cc2)cc1	3	5	33	-19	28	18	-18	2
23	Cc1n[nH]c(=O)c2c(NC(=O)CSc3nnc(C4CC4)n3C)oc(C)c12	2	15	-6	-8	-7	5	7	-1
24	CCSCc1nnc(SCC(=O)Nc2nc(C)cs2)n1C	-4	-8	x	-2	2	x	-20	x
25	Cc1ccc(/C=C(\NC(=O)c2ccccc2)C(=O)NCC2CCCO2)o1 (stereo unspecified)	5	-2	-25	4	-10	3	2	5
26	NS(=O)(=O)c1ccc(CNC(=O)c2csc3c2CCCC3)cc1	0	12	0	5	8	-7	8	-3
27	O=C(Cc1ccsc1)Nc1ccccc1F	-8	-8	-1	3	11	-3	5	1
28	O=C(O)c1cccc(Cn2c(Cl)c(/C=N/NC(=O)c3ccccc3Cl)sc2=O)c1	-6	-4	16	-3	-4	-1	10	13
29	Fc1ccccc1NC(=S)Nc1ccc(CN2CCOCC2)cc1	0	-5	-5	-24	21	-2	-9	12
30	CCOc1ccc(S(=O)(=O)Nc2ccc(C(=O)NNC(=O)c3ccncc3)cc2)cc1	-2	3	3	5	-7	-9	0	4
31	CCOc1ccccc1NC(=O)CCS(=O)(=O)c1ccc(OC)cc1	10	0	-6	-3	4	0	11	-20
32	CCNC(=O)NC(=O)C(C)Sc1nnc(COc2ccccc2Cl)o1 (stereo unspecified)	-15	-9	-7	18	-1	23	1	8
33	O=C(Cn1nc(CNc2ccc(Cl)cc2)[n+]2c1CCCCC2)c1ccc(Br)cc1	-13	-3	1	25	42	-3	-18	4
34	O=C(COC(=O)c1ccccc1C(=O)N1CCN(c2ccccc2)CC1)NCc1ccccc1	-11	9	6	10	-5	9	-8	10
35	COc1c(/C=N/Nc2ccc(C(=O)O)cc2)c(CCN(C)C(C)=O)cc2c1OCO2	-8	-8	-4	0	-11	2	4	-10
36	CCOC(=O)CNC(=O)/C=C/c1ccc2c(c1)OCO2	-2	-10	16	-2	3	-8	3	8
37	Cc1cc(C)c(OCCCn2ccnc2)c(C)c1	5	3	0	8	5	-22	3	8
38	CC12CCC(C(=O)Nc3cc(Cl)ccc3Cl)(C(Br)C1=O)C2(C)C (stereo unspecified)	0	-2	10	7	-1	-1	-21	22
39	Nn1c(Cc2ccc(Br)cc2)n[nH]c1=S	-3	15	-3	1	12	-4	6	-26
40	CCc1ccccc1NC(=S)N(CCCN1CCOCC1)Cc1cccs1	-3	9	5	3	10	6	5	12
41	Cc1ccc(S(=O)(=O)/N=C2/NC(=O)/C(=C/c3ccc(Br)o3)S2)cc1	-7	-5	4	-5	-20	-1	-29	8
42	O=c1n(-c2ccccc2)c(=O)n2n1CC(O)C2	-6	-2	0	-12	8	-3	20	-6
43	CCN(Cc1nc2ccccc2c(=O)[nH]1)C(=O)c1cccc(S(=O)(=O)N2CCc3ccccc32)c1	-3	14	2	6	4	7	4	3
44	O=C(CSc1nc2ccccc2o1)Nc1nc(-c2ccccc2)cs1	-2	-39	-9	17	14	3	-74	-1
45	COC(=O)c1cn(NC(=O)c2cc(OC)c(OC)c(OC)c2)c(=O)c2ccccc12	-4	-21	13	3	-12	4	-2	-1
46	Cc1ccc(C)c(NC(=O)c2ccccc2Sc2ccc([N+](=O)[O-])cc2Cl)c1	-7	3	1	10	-9	16	-11	2
47	O=C(CS(=O)c1ccc(F)cc1)Nc1ccccc1Cl (stereo unspecified)	-4	-7	0	0	0	-4	13	5
48	C(=N\C(/N=C/c1ccco1)c1ccco1)/c1ccco1	-5	-8	-13	14	-8	-4	-38	6
49	CC(=O)c1ccc(NC(=S)NC(C)CCc2ccccc2)cc1 (stereo unspecified)	10	5	6	5	20	-2	-11	18
50	Cn1c(N2CCN(C(=O)Nc3ccc(C(F)(F)F)cc3)CC2)nc2ccccc21	3	1	22	4	5	9	-29	17
51	CCc1nnc(NC(=O)CSc2ncc(-c3ccccc3)n2CC)s1	3	-15	2	15	8	2	0	-13
52	CCNS(=O)(=O)c1ccc(CCC(=O)N2CCC(C)CC2)cc1	-11	3	2	5	0	-3	7	6
53	CC1Cc2ccccc2N1S(=O)(=O)c1cccc(C(=O)NC2CC2)c1 (stereo unspecified)	8	6	3	-9	7	9	-2	7
54	NS(=O)(=O)c1ccc(CCNC(=O)CNC(=O)c2ccc(Br)o2)cc1	-18	-29	3	11	1	-17	-11	10
55	CCOCC(=O)NCc1ccc2c(c1)cc(C)n2C	10	-6	9	-2	-9	-9	6	13
56	C/C(=N\c1nc2ccccc2n1C)c1cc(Cl)ccc1O	1	-1	6	1	-3	-5	5	0
57	O=C(Oc1ccc(-c2ccccc2)cc1)N1CCOCC1	-4	-94	-51	5	4	1	-79	-11
58	N#C/C(=C\c1ccc(N2CCCCC2)c([N+](=O)[O-])c1)c1nn(-c2ccccc2)c(N)c1C#N	-11	3	-6	4	-25	9	21	18
59	Cc1ccc(CNC(=O)CCNC(=O)c2ccc(Br)o2)cc1	-5	4	1	-15	0	10	13	-14
60	COc1cccc(C2SCC(=O)N2c2ccc(C)cc2)c1OC (stereo unspecified)	-6	1	6	-2	3	8	-3	15

# Reprinted at random: four compounds from above.
cpd	SMILES	SENP8 inh	Jurkat NFkB inh	Gli-Sufu block	Apaf-1 inh	UBC13 inh	EBI2 block	697 NFkB inh	CCR6 antag
43	CCN(Cc1nc2ccccc2c(=O)[nH]1)C(=O)c1cccc(S(=O)(=O)N2CCc3ccccc32)c1	-3	14	2	6	4	7	4	3
49	CC(=O)c1ccc(NC(=S)NC(C)CCc2ccccc2)cc1 (stereo unspecified)	10	5	6	5	20	-2	-11	18
35	COc1c(/C=N/Nc2ccc(C(=O)O)cc2)c(CCN(C)C(C)=O)cc2c1OCO2	-8	-8	-4	0	-11	2	4	-10
46	Cc1ccc(C)c(NC(=O)c2ccccc2Sc2ccc([N+](=O)[O-])cc2Cl)c1	-7	3	1	10	-9	16	-11	2

# Continuation:
cpd	SMILES	SENP8 inh	Jurkat NFkB inh	Gli-Sufu block	Apaf-1 inh	UBC13 inh	EBI2 block	697 NFkB inh	CCR6 antag
61	CC1CCN(S(=O)(=O)c2ccc3c(c2)N(CC(=O)NCCCN2CCCCC2)C(=O)CS3)CC1	-9	-5	10	8	9	3	-15	-2
62	COc1ccccc1NC(=O)CN(C)S(=O)(=O)c1cc(C)ccc1OC	-3	4	3	-11	6	4	6	-3
63	COc1ccc(-c2cn(-c3ccc(C)cc3C)c(=O)[nH]2)cc1OC	11	5	-7	-10	10	-7	-19	10
64	Cc1nc(SCC(=O)NCCN2C(=O)CSC2=O)nc(C)c1C	4	-4	-7	-10	0	-13	18	-2
65	N#CCCn1c(SCC(=O)N2CCN(S(=O)(=O)c3ccccc3)CC2)nc2ccccc21	7	3	1	1	5	4	19	-11
66	O=C(NCC1CCCO1)c1cc(S(=O)(=O)N2CCOCC2)c(Cl)cc1Cl (stereo unspecified)	0	-23	4	0	-3	-2	-21	11
67	COc1ccc(CNc2nnnn2C)cc1	-3	1	5	-15	7	2	16	-9
68	O=C(OC1CCOC1=O)c1ccc(CO)cc1 (stereo unspecified)	7	-13	-10	-3	0	-3	-3	9
69	CCOC(=O)c1cccc(NC(=O)c2ccc3c(c2)C(=O)N(CC2CCCO2)C3=O)c1 (stereo unspecified)	-6	9	-10	13	1	23	15	10
70	CC(C)CC[n+]1ccn(C2=C([O-])c3ccccc3C(=O)/C2=N\S(=O)(=O)c2ccccc2)c1	20	6	4	55*	-99	3	-3	9
71	Cc1ccc(S(=O)(=O)N2CCOCC2)cc1C(=O)OC1CCOC1=O (stereo unspecified)	-9	5	-6	1	6	-14	9	8
72	CCNc1ccc(C(=O)OCC)cc1NC(=O)c1cccc(S(=O)(=O)N(C)c2ccccc2)c1	-2	1	16	10	-1	15	3	22
73	CN(CCO)C1=NS(=O)(=O)c2cc([N+](=O)[O-])ccc21	13	13	1	-4	-5	-11	7	-3
74	O=C(N/N=C/c1ccc2c(c1)OCO2)c1cccs1	84*	-72	-114	10	-14	10	-95	13
75	CN(C(=O)COC(=O)c1ccc(Cl)c(S(=O)(=O)N2CCCCCC2)c1)C1CCS(=O)(=O)C1 (stereo unspecified)	-3	7	1	-6	5	-2	-16	1
76	CCOC(=O)c1sc2ncc([N+](=O)[O-])cc2c1N	-2	-5	0	-5	-38	1	-11	12
77	CC(C)/C=C/CN1CCC(Oc2ccc(C(=O)N3CCCC3)cc2)CC1	2	3	x	-7	4	-9	13	x
78	CCC(C(=O)NCc1ccco1)N(C(=O)CNS(=O)(=O)c1ccccc1)c1ccccc1C (stereo unspecified)	-1	-18	-5	4	-10	-6	-9	25
79	CC(NC(=O)COC(=O)c1ccccc1Nc1ccccc1)c1ccccc1 (stereo unspecified)	-3	-2	-1	24	5	8	8	22
